From PubChem
MBD2 inh: inhibitors of MBD2 binding to methylated DNA, primary screen, biochemical, TR-FRET, DNA-binding domain, human; Methyl-CpG-binding domain protein 2 (Homo sapiens), Q9UBB5; MBD2 binding to methylated oligonucleotide; inhibition, % at 4.4 µM; 0.31% of 370,000 active; in the data active = inhibition above about 13%
Target sequence (Q9UBB5 whole entry, looked up, the tested form may be a part): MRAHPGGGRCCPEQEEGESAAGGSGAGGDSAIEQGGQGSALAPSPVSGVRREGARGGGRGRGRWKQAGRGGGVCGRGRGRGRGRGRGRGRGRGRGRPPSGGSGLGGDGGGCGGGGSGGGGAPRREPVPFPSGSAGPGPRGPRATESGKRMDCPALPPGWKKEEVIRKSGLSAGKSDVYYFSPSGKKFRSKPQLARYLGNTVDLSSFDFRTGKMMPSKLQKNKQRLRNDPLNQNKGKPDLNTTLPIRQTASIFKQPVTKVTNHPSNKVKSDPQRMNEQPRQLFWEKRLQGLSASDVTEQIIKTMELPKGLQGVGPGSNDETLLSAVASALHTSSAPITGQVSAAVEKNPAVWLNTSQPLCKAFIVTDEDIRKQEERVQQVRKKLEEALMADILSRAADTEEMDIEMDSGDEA
PLCg1 inh: PLC-gamma1 enzyme inhibitors, primary screen, biochemical, fluorescence, purified enzyme. inhibition, % at 12.2 µM. fluorogenic substrate. 0.84% of 370,000 active; in the data active = inhibition above about 9.5%
DAX1 inh-1: DAX1 (NR0B1) inhibitors, primary screen, cell-based, HEK293, Gal4-DAX1, luciferase luminescence. Nuclear receptor subfamily 0 group B member 1 (Homo sapiens), P51843. HEK293 Gal4-DAX1 luciferase reporter. inhibition, % at 6.75 µM. 0.99% of 340,000 active. AID 504766, 2011;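 active = inhibition above the mean over all tested compounds plus 3 SD, cut at about 4.2% in these data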;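 also: 0% = DAX1-transfected cells with DMSO and 100% = empty-vector control cells with DMSO; inhibition shows as a rise in luminescence from relieved DAX1 repression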
Rev-erbA mod: modulators of Rev-erb alpha DNA binding, primary screen, biochemical, FITC-DNA, fluorescence polarization, uHTS; Nuclear receptor subfamily 1 group D member 1 (Homo sapiens), P20393; Rev-erbα–FITC-DNA binding, 90 min; activity, % at 10 µM; 0.79% of 370,000 active; AID 1259318, 2017;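 active = activity above about 14%, limit read from the data; passing the limit was not always enough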;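 also: 0% = DMSO wells with 35 nM protein and 100% = DMSO wells with 750 nM protein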
Target sequence (P20393 whole entry, looked up): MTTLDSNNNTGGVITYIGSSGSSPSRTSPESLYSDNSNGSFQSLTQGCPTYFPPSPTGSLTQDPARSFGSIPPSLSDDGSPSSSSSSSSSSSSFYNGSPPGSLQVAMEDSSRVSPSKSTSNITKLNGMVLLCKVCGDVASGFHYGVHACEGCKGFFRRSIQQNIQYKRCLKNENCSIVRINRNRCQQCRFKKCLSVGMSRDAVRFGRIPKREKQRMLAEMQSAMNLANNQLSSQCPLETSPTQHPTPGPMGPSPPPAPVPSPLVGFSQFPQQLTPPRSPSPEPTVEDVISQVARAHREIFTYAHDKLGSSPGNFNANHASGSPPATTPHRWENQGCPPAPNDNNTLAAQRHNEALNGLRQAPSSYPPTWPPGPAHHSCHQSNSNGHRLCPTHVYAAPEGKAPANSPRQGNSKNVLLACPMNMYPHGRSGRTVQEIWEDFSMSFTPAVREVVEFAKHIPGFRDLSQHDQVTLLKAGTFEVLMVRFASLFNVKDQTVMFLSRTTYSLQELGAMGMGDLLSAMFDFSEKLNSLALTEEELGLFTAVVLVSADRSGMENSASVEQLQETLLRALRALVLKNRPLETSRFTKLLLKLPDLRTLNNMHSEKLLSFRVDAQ
hgDAF12 agonist: H. glycines DAF-12 receptor agonists, primary screen, cell-based, luminescence, HEK293, GAL4 fusion, UAS-luciferase; HEK293 GAL4-hgDAF12 UAS-luciferase reporter, agonist luminescence; normalized to butyrate control; AID 687014, 2013; activation, % at 6.8 µM; 1.8% of 370,000 active; Nuclear hormone receptor DAF-12 (Heterodera glycines), GAL4 fusion;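 active = activation above a cutoff set at the mean of all screened compounds plus 3 SD, cut at about 10% in these data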;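 also: 0% = DMSO wells and 100% = sodium butyrate wells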
ssDAF12 agonist: S. stercoralis DAF-12 nuclear receptor activators, primary screen, cell-based, luminescence, HEK293, GRIP1 co-expression, lit1-tk-luc; HEK293 ssDAF-12/GRIP1 lit1-tk-luc reporter; % of 3 µM dafachronic acid response; 1% of 370,000 active; activation, % at 6.8 µM; AID 652126, 2013;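 active = activation above the mean over all tested compounds plus 3 SD, cut at about 0.9% in these data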;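 also: 0% = DMSO-only wells and 100% = 3 µM delta7-dafachronic acid wells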
ADAM17 inh: ADAM17 inhibitors, primary screen, biochemical, QFRET | 0.83% of 370,000 active | inhibition, % at 6.95 µM | Disintegrin and metalloproteinase domain-containing protein 17 (Homo sapiens), P78536 | recombinant ADAM17, EDANS/DABCYL FRET peptide cleavage;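 active = inhibition above the mean of compounds lying between control limits plus 3 SD, set per campaign, cut at about 8.5% in these data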;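 also: 0% = DMSO-only wells as the low control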
PLCb3 inh: human PLC-beta3 inhibitors, primary screen, biochemical, fluorescence | 1-phosphatidylinositol 4,5-bisphosphate phosphodiesterase beta-3 (Homo sapiens), Q01970 | Purified PLC-beta3, fluorogenic substrate | inhibition, % at 12.2 µM | 0.18% of 370,000 active; in the data active = inhibition above about 11%;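 also: 0% = median of compound wells on plate and 100% = full blocker control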
DAX1 inh-2: DAX1 (NR0B1) inhibitors on StAR promoter, primary screen, cell-based, luminescence, SF-1 (NR5A1), full-length DAX-1. HEK293T StAR-luciferase reporter, SF-1/DAX-1 repression relief. inhibition, % at 6.8 µM. 1.1% of 370,000 active. AID 652010, 2013;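 active = inhibition above the mean over all tested compounds plus 3 SD, cut at about 3.6% in these data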;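 also: 0% = DAX-1 cells with DMSO and 100% = cells lacking DAX-1 with DMSO; higher inhibition means more luminescence from relief of DAX-1 repression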
hcDAF-12 act: H. contortus DAF-12 nuclear receptor activators, primary screen, cell-based, luminescence, HEK293, lit1-tk-luc reporter | activation, % at 6.8 µM | HEK293 hcDAF-12 lit1-tk-luc reporter; 0% DMSO, 100% Δ7-dafachronic acid | 1.4% of 370,000 active;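 active = activation above the mean of all tested compounds plus 3 SD, cut at about 5.5% in these data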;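 also: 100% = response to 3 µM Δ7-dafachronic acid high control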
SMARCA2 activ: SMARCA2 (BRM) function activators, primary screen, cell-based, luminescence, high throughput | MG213 cells, MMTV-luciferase reporter, dexamethasone, overnight | activation, % at 9.1 µM | 1% of 370,000 active | AID 652017, 2013; in the data active = activation above about 7.8%;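 also: 0% = vehicle wells and 100% = reference activator wells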
* hit, by the source's call; nt = not tested or not shown.

Order of values: ADAM17 inh	DAX1 inh-2	Rev-erbA mod	PLCb3 inh	MBD2 inh	hcDAF-12 act	DAX1 inh-1	PLCg1 inh	hgDAF12 agonist	ssDAF12 agonist	SMARCA2 activ
COC(=O)[C@@]12C[C@@H](CC(=O)NCCCCc3ccccc3)C(=O)N(Cc3ccco3)C1=CCC(C)(C)C2
 : 4	-0.7	-1	1	-4	-2.4	nt	1	-1.1	-1.1	-1
O=C1NCC(COCc2ccccc2)O1 (centres undefined)
 : -1	0.2	4	2	2	-0.8	0.3	-1	-1.8	-0.6	0
COCCNC(=O)c1ccc(Cn2c(SCC(=O)NCC3CCCO3)nc3ccc(Br)cc3c2=O)cc1 (centres undefined)
 : 0	-0.1	-1	-4	-3	0.4	0.5	0	2.3	-1.2	-1
CCC(C(=O)NC1CCCC1)n1c(-c2cc3ccccc3[nH]2)nc2ccccc21 (centres undefined)
 : -93	0.5	6	-63	1	4.5	nt	-40	1.9	0.4	-2
CC(=O)c1ccc(N2CCN(C(=O)C3(S(=O)(=O)c4ccc(Cl)cc4)CC3)CC2)cc1
 : -4	-0.8	0	-12	2	0.2	0.2	-9	1.5	-1.5	-4
O=C(O)Cc1ccc(NC(=O)c2ccc(NC(=O)C3CC3)cc2)cc1
 : -3	-1.4	0	0	-2	0.3	-0.1	-2	0.6	0.1	2
O=C(/C=C/c1ccccc1[N+](=O)[O-])N1CCOCC1
 : -1	0.4	-6	-2	-2	-0.8	0.0	-3	-0.8	-1.3	4
O=C(NCCN1CCOCC1)c1cccc(S(=O)(=O)N(Cc2ccccc2)c2ccccc2)c1
 : 1	-0.6	2	4	1	0.9	-0.7	0	-2.3	-1.1	-2
Cc1ccc(NC(=O)COc2ccc3c(c2)OCO3)c(C)c1
 : -3	2.8	-10	-5	2	1.1	-0.1	3	4.1	-0.7	3
Cc1ccc(S(=O)(=O)CC(O)COc2ccc(F)cc2Cl)c(C)c1 (centres undefined)
 : 1	2.0	-5	-7	-5	-1.7	-0.1	0	0.5	-2.0	-1
Cc1cccnc1C(NC(=O)C1CCN(CCCc2ccccc2)CC1)c1ccc(F)cc1 (centres undefined)
 : -3	0.2	0	-1	1	-1.9	nt	-1	0.5	-0.9	-2
COC(=O)c1ccc(OCCOc2ccccc2)cc1
 : 4	0.1	-3	1	-5	2.1	1.8	11*	4.6	-0.8	7
COc1ccc(N2CCN(C3CCCN(Cc4cccc(C(C)=O)c4)C3)CC2)cc1 (centres undefined)
 : 1	-0.2	-2	-7	-1	0.0	-1.9	3	0.0	-0.7	0
COc1ccc(C(C)=O)cc1COC(=O)c1ccc(S(=O)(=O)N(C)C)cc1
 : 1	-0.3	-1	-6	-4	0.4	2.8	5	-0.9	-1.0	2
CCOC(=O)c1cc(-c2ccccc2C)n(CC2CC(c3ccc(OC)cc3)=NO2)n1 (centres undefined)
 : 8	0.1	2	5	-4	-2.1	-0.4	6	-2.8	-1.6	-2
O=C(CN1CCN(S(=O)(=O)c2ccccc2)CC1)NC(=O)NCc1ccco1
 : -1	0.3	4	-4	-8	-1.9	-0.3	2	2.3	-0.7	3
COC(=O)[C@]12C[C@H](CC(=O)NCc3cccs3)C(=O)N(Cc3ccc4c(c3)OCO4)C1=C[C@H](C(C)C)O[C@@H]2C1CC1
 : 3	-1.7	2	2	-1	-0.5	nt	0	0.6	-1.5	-3
Cc1cccc(OCC(=O)N(Cc2ccc(N(C)C)cc2)C2CCS(=O)(=O)C2)c1 (centres undefined)
 : -4	-0.2	0	-6	1	-2.5	1.4	-1	-1.7	-1.0	-3
O=C(c1cccnc1)N1N=C(C2CCCCC2)CC1(O)C(F)(F)F (centres undefined)
 : -5	-0.8	2	-1	-3	1.6	-1.9	0	0.0	-0.8	-1
COC(=O)c1cc(Br)c(=O)n(-c2ccc(F)cc2)c1
 : -3	-0.7	1	1	1	-1.0	1.5	5	-0.7	-0.4	-4

Carrying on:
Order of values: ADAM17 inh	DAX1 inh-2	Rev-erbA mod	PLCb3 inh	MBD2 inh	hcDAF-12 act	DAX1 inh-1	PLCg1 inh	hgDAF12 agonist	ssDAF12 agonist	SMARCA2 activ
O=C(NC1CCCCC1)C(c1ccc(F)cc1)N(Cc1ccc2c(c1)OCO2)C(=O)c1cnsn1 (centres undefined)
 : -4	0.3	-1	1	-1	1.6	0.7	0	4.0	-1.3	2
Nc1[nH]c(C(=O)c2ccccc2)c(-c2cc(F)ccc2Br)c1C(=O)NCCc1c[nH]c2ccccc12
 : 10*	0.0	1	-20	1	-1.4	nt	-15	1.6	-0.6	-1
Cc1ccc(S(=O)(=O)Nc2ccc3c(c2)ncn3C(C)(C)C)cc1
 : -1	-0.3	-1	-11	-2	-1.9	-1.9	5	-2.3	-0.7	4
Cc1ccc(NC(=O)CN(C)S(=O)(=O)c2ccc3c(c2)c(=O)n(C)c(=O)n3C)cc1
 : 0	0.6	1	0	0	0.6	0.0	2	-1.0	-0.8	-2
O=C(CC[C@H]1O[C@@H](n2ccc(=O)[nH]c2=O)[C@H](O)[C@@H]1O)N[C@H](Cc1ccccc1)C(=O)NCc1ccc2c(c1)OCO2
 : -4	-1.1	-4	0	3	1.4	nt	0	-0.1	-0.6	-6
Cc1nc(-c2ccc(F)cc2)c(CC(=O)Nc2cc(S(=O)(=O)N3CCCCC3)ccc2C)s1
 : 3	0.6	-2	-3	-3	-1.2	0.7	1	1.4	-1.1	2
CC1=CC(=O)C=CC1(C)C(Cl)(Cl)Cl (centres undefined)
 : 1	-0.2	8	0	-6	-0.5	-0.2	8	-0.3	-1.1	0
CC1=C(C(=O)OCc2ccccc2)C(c2cccc([N+](=O)[O-])c2)NC(=O)N1C (centres undefined)
 : 0	-0.5	-1	-5	-1	-2.1	-1.1	-4	-2.0	-1.7	-1
CCN(Cc1ccccc1)C(=O)C(=O)c1cn(CC(=O)N2CCCC2)c2ccccc12
 : -5	-1.1	0	-2	0	1.1	0.8	5	0.8	-0.6	1
CCn1nnnc1SCC(=O)c1cc(OC)ccc1OC
 : 0	0.1	1	3	1	-1.0	-0.3	1	1.8	-1.4	3
C[C@H](NC(=O)c1ccc2ccccc2c1)C(=O)N1CCC2(CC1)NCCc1[nH]cnc12
 : -1	-0.8	0	4	0	0.9	-0.1	-2	-0.7	-1.4	1
COc1cccc(CNC(=O)C2CCC(=O)N(C3CC3)C2)c1OC (centres undefined)
 : -1	0.1	6	-3	-1	0.6	0.4	3	4.6	-1.0	-4
O=C(NCC(=O)N1CC(O)CC1C(=O)N1CCCC1C(=O)OCc1ccccc1)OCc1ccccc1 (centres undefined)
 : 1	0.0	-1	-1	-2	-2.3	2.4	2	3.3	-1.1	-2
O=C(CCNC(=O)c1ccccc1Cl)Nc1nnc(C2CC2)s1
 : 0	1.3	8	-5	-2	1.2	1.1	0	3.6	-1.9	-3
Cc1ccc(OCC(=O)NCCNC(=O)c2cnccn2)cc1
 : 0	-0.4	-1	-3	-3	4.1	1.5	-1	1.6	-0.7	-2
O=C(NCc1ccc(F)cc1)C1CCCN(S(=O)(=O)c2ccc(Br)s2)C1 (centres undefined)
 : 1	0.3	1	-5	-4	-1.1	-1.3	3	-0.9	-1.5	0
CC(C)(C)c1nnc2sc(SCC(=O)c3ccccc3)nn2c1=O
 : -6	0.0	0	-4	-6	-1.9	0.9	-2	-0.1	-1.1	0
COc1ccccc1S(=O)(=O)Cc1ccc(C(=O)NCCCN2CCN(c3ccc(F)cc3)CC2)o1
 : -1	-4.0	-4	-2	0	-3.2	0.6	1	-3.3	-1.3	-2
O=C(CCl)Nc1cccc2ncccc12
 : -3	-3.3	-5	-17	-1	1.2	-1.1	-11	-6.4	-1.6	0
Cc1nnc(NC(=O)COc2ccccc2)s1
 : 1	0.3	2	3	0	-2.1	-0.2	-1	2.1	-0.4	0

An excerpt from above in order of the MBD2 inh value, lowest first.
| SMILES | ADAM17 inh | DAX1 inh-2 | Rev-erbA mod | PLCb3 inh | MBD2 inh | hcDAF-12 act | DAX1 inh-1 | PLCg1 inh | ssDAF12 agonist | SMARCA2 activ |
| --- | --- | --- | --- | --- | --- | --- | --- | --- | --- | --- |
| Cc1ccc(NC(=O)CN(C)S(=O)(=O)c2ccc3c(c2)c(=O)n(C)c(=O)n3C)cc1 | 0 | 0.6 | 1 | 0 | 0 | 0.6 | 0.0 | 2 | -0.8 | -2 |
| Nc1[nH]c(C(=O)c2ccccc2)c(-c2cc(F)ccc2Br)c1C(=O)NCCc1c[nH]c2ccccc12 | 10* | 0.0 | 1 | -20 | 1 | -1.4 | nt | -15 | -0.6 | -1 |
| O=C(CC[C@H]1O[C@@H](n2ccc(=O)[nH]c2=O)[C@H](O)[C@@H]1O)N[C@H](Cc1ccccc1)C(=O)NCc1ccc2c(c1)OCO2 | -4 | -1.1 | -4 | 0 | 3 | 1.4 | nt | 0 | -0.6 | -6 |

Whole records, quoted from the list. Values in the order: ADAM17 inh	DAX1 inh-2	Rev-erbA mod	PLCb3 inh	MBD2 inh	hcDAF-12 act	DAX1 inh-1	PLCg1 inh	hgDAF12 agonist	ssDAF12 agonist	SMARCA2 activ
O=C(NCC(=O)N1CC(O)CC1C(=O)N1CCCC1C(=O)OCc1ccccc1)OCc1ccccc1 (centres undefined) across the screens: 1	0.0	-1	-1	-2	-2.3	2.4	2	3.3	-1.1	-2
Cc1ccc(S(=O)(=O)Nc2ccc3c(c2)ncn3C(C)(C)C)cc1 across the screens: -1	-0.3	-1	-11	-2	-1.9	-1.9	5	-2.3	-0.7	4
COC(=O)c1cc(Br)c(=O)n(-c2ccc(F)cc2)c1 across the screens: -3	-0.7	1	1	1	-1.0	1.5	5	-0.7	-0.4	-4
Cc1ccc(S(=O)(=O)CC(O)COc2ccc(F)cc2Cl)c(C)c1 (centres undefined) across the screens: 1	2.0	-5	-7	-5	-1.7	-0.1	0	0.5	-2.0	-1
